NR3A LBD binder: modulates the human NR3A ligand-binding domain; NR3A LBD differential scanning fluorimetry, Tm shift; 0% = protein alone, 100% = glycine-bound protein; Tm shift relative to glycine control, % at 25 µM; actives 2.5% (n = 340,000); AID 1259313;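 active means melting temperature shift of at least 10% of the positive control shift, at one fixed dose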
SENP7 block: inhibitors of human SENP7 protease. AID 434973. actives 1.5% (n = 330,000). Q9BQF6. recombinant SENP7, Z-RLRGG-aminoluciferin luminescence, 40 min. inhibition, % at 5 µM;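 active means inhibition above about 50% at the single test dose, limit read from the data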;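 further: plate controls were DMSO with enzyme for no effect and no enzyme buffer wells for full effect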
MPTP block: permeability transition pore inhibition | inhibition, % at 10 µM | actives 1.4% (n = 360,000) | isolated mouse mitochondria, Ca2+ swelling absorbance, 30 min;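 active means inhibition of 50% or more, scaled per plate between neutral and stimulator controls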;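 further: 0% = DMSO wells given calcium and 100% = 1 mM EGTA wells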
PfGluPho inh: PfG6PD (Plasmodium falciparum) enzyme inhibition | PfGluPho enzyme, NADPH resazurin-diaphorase fluorescence | inhibition, % at 20 µM | actives 0.78% (n = 350,000);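 active means inhibition reaching at least a set limit at 20 µM in the primary screen, cut at about 59% in these data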;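 further: 0% = DMSO wells with substrate and 100% = DMSO wells lacking glucose-6-phosphate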
SENP8 inh: SENP8 (human) protease inhibition. Q96LD8. recombinant SENP8, Nedd8 substrate fluorescence. inhibition, % at 20 µM. actives 0.64% (n = 360,000); in the data active means inhibition mostly above about 40%, no sharp cut-off; inactive means mostly below about 27%
Target sequence (Q96LD8 whole entry, looked up): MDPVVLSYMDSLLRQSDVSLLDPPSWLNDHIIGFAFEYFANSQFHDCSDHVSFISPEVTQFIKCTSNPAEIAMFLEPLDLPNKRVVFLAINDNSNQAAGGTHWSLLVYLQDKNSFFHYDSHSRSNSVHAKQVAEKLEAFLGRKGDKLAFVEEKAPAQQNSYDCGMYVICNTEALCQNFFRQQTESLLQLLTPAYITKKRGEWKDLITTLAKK
ATG4B inhibitor: inhibitors of human ATG4B cysteine protease; inhibition, % at 8.33 µM; Q9Y4P1; ATG4B cleavage of LC3-PLA2, NBD-HPC fluorescence, 1 h; actives 0.51% (n = 340,000); in the data active means inhibition above about 40%
Target sequence (Q9Y4P1 whole entry, looked up): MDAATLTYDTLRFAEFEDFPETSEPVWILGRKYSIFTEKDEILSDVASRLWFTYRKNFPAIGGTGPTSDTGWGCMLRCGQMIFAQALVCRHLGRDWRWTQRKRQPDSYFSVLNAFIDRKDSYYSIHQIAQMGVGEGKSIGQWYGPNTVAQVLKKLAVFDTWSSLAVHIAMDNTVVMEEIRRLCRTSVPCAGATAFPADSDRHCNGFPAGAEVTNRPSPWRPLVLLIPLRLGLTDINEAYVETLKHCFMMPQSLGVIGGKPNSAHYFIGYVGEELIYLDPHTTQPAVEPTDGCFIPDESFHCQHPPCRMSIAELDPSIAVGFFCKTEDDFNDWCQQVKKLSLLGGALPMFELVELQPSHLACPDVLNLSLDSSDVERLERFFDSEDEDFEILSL
SENP6 inh: blocks the human protease SENP6. inhibition, % at 10 µM. Recombinant SENP6 catalytic domain, aminoluciferin luminescence. AID 2599. actives 1.8% (n = 330,000);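 active means inhibition above about 50% at the single tested dose, limit read from the data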;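 further: plate controls were DMSO wells with enzyme for no effect and DMSO wells lacking enzyme for full effect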
Target sequence (Q9GZR1 628-1112 limits assumed): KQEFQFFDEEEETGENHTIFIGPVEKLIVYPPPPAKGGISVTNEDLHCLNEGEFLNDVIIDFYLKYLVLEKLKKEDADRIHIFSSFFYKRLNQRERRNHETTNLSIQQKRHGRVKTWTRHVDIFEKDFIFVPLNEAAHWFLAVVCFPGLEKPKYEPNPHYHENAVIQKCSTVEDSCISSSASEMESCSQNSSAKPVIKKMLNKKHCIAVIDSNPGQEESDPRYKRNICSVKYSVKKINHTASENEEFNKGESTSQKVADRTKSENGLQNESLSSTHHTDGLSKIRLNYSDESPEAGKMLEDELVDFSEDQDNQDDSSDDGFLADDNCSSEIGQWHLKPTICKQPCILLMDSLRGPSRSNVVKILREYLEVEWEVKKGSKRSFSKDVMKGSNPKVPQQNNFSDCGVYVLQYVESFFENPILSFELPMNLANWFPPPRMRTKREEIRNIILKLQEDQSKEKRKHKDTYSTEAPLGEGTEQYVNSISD
HKDC1 inh: inhibitors of human hexokinase HKDC1; Q2TB90; recombinant HKDC1, G6PDH/diaphorase resazurin coupled fluorescence; inhibition, % at 20 µM; actives 0.16% (n = 340,000);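 active means inhibition above about 35% when tested at 20 µM, limit read from the data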;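 further: plate controls were DMSO wells with enzyme for no effect and DMSO wells lacking enzyme for full effect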
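Test system: HK5 enzyme. Quantity: 5 µg/mL HK5 final. Reagent: glucose and ATP substrates. Schedule: 90 min reaction incubation at room temperature, dark. Technique: resazurin-to-resorufin fluorescence via G6PDH and diaphorase coupling, 525/613 nm. Control set: DMSO wells with and without enzyme mix.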
* = called active by the depositor; i = inactive; · = no result given. Compounds were not picked by outcome; about 6.9% have a hit in one of these screens.

1) CC(=O)NN(O)C1N(C)C(=O)N(Cc2ccccc2)C1(C)C (centres undefined)
2) c1ccc(C2c3[nH]c4ccccc4c3CCN2Cc2cccn2-c2ccccn2)nc1 (centres undefined)
3) COC(=O)c1c(NC(=O)CN2CCC3(O)CCCCC3C2c2ccccc2OC)sc(C)c1C (centres undefined)
4) O=C(Cn1c(=O)sc2ccccc21)Nc1ccccc1C(=O)O
5) COC(=O)c1ccccc1NC(=O)COc1ccccc1[N+](=O)[O-]
6) Cc1cccc(Oc2ncccc2[N+](=O)[O-])c1C
7) CN(C)S(=O)(=O)c1ccc(Cl)c(C(=O)Nc2ccc(S(=O)(=O)N3CCOCC3)cc2)c1
8) Cc1ccc(C2(C)NC(=O)N(CC(=O)NC(=O)NC(C)C)C2=O)cc1 (centres undefined)
9) CN(CCc1ccccn1)S(=O)(=O)c1ccc2c3c(cccc13)C(=O)N2
10) COc1cccc(C(=O)OCC(=O)N2CCc3ccccc3C2)c1
Screen / compound no.	1	2	3	4	5	6	7	8	9	10
NR3A LBD binder	3	-1	0	3	-1	-1	2	1	-1	1
SENP7 block	-2	4	-1	3	1	·	1	3	1	4
MPTP block	3.0	5.3	-1.1	0.7	-2.4	-0.7	0.2	-0.3	1.4	-0.2
PfGluPho inh	-6	12	4	-3	7	4	10	-3	-1	8
SENP8 inh	7	-48	-54	7	-6	7	-2	18	i	-2
ATG4B inhibitor	-11	3	-14	-2	5	-10	0	-2	-5	0
SENP6 inh	1	-5	-34	-10	23	·	-3	-12	-1	-5
HKDC1 inh	1	0	-3	1	-4	-8	-1	-2	-1	-1

11) CCOCCCNCc1ccc(OCc2ccccc2Cl)cc1
12) CC(=O)Nc1ccc(S(=O)(=O)NC2(C(F)(F)F)C(=O)Nc3c2c(=O)[nH]c(=O)n3Cc2cccnc2)cc1 (centres undefined)
13) CC[C@@H](C)[C@@H]1CN([C@@H](CN2CCC[C@H]2CN2C(N)=NC[C@H]2C(C)C)C(C)C)C(=N)N1CCc1ccc(Cl)c(Cl)c1
14) COc1cc2c(OC)cccc2cc1C(=O)O
15) CCOC(=O)c1c(C)[nH]c(C(=O)CN2C(=O)NC(C)(c3ccc(C)cc3)C2=O)c1C (centres undefined)
16) COc1cc2c(cc1NC(=O)COC(=O)[C@@H](NC(=O)c1ccccc1F)C(C)C)oc1ccccc12
17) CC1CCN(Cc2cc(=O)oc3ccc(C(C)C)cc23)CC1
18) Clc1ccc2nc(CSc3nncn3-c3ccccc3)cn2c1
19) Cc1ccc(-n2ncc3c(=O)n(CC(=O)NCC4CCCO4)cnc32)cc1 (centres undefined)
20) COc1cccc(N2CCN(Cc3cccnc3)CC2)c1
Screen / compound no.	11	12	13	14	15	16	17	18	19	20
NR3A LBD binder	-4	-2	-2	-1	-14	-4	-1	·	0	0
SENP7 block	-7	8	6	6	6	-3	-5	-3	1	-11
MPTP block	3.1	-0.3	-2.8	1.1	1.9	-0.3	-1.0	0.5	-1.3	2.0
PfGluPho inh	3	-16	-14	-16	11	30	12	-4	5	11
SENP8 inh	28	0	18	-271	1	7	12	-4	-11	10
ATG4B inhibitor	3	6	5	7	-33	9	3	-20	-3	-1
SENP6 inh	-5	-6	5	-9	0	-12	-30	-2	11	-16
HKDC1 inh	0	5	-2	0	3	-6	0	11	-5	17

21) COc1ccc(N2CCN(C(=O)C3CCN(S(=O)(=O)c4c(C)noc4/C=C/N(C)C)CC3)CC2)cc1
22) Cc1cc(C(=O)NNC(=O)Nc2ccc(Cl)cc2)no1
23) NC(=O)c1ccc(NC(=O)COC(=O)c2ccc(Cl)nc2)cc1
24) C[C@]1(C2CCCC2)Cc2cc(OCC(=O)O)c(Cl)c(Cl)c2C1=O
25) CC1(C)Cc2c(c(N3CCOCC3)nc3sc(C(=O)Nc4ccccc4)c(N)c23)CO1
26) COc1cc2cc(C(=O)O)n(C)c2c(OC)c1OC
27) CC(C)OC(=O)C1C(=O)CC(C)(O)C(C(=O)OC(C)C)C1c1ccc([N+](=O)[O-])cc1 (centres undefined)
28) COc1ccc(C(C(=O)NC(C)(C)C)N(Cc2ccccc2)C(=O)CCC(=O)Nc2cc(C)on2)cc1 (centres undefined)
29) COc1ccc(S(=O)(=O)N(C)C[C@H]2Oc3c(NC(=O)Nc4ccc5c(c4)OCO5)cccc3C(=O)N([C@H](C)CO)C[C@@H]2C)cc1
30) S=C1NCCOCCOCCOCCNC(=S)NCCOCCOCCOCCN1
Screen / compound no.	21	22	23	24	25	26	27	28	29	30
NR3A LBD binder	-3	2	0	1	1	0	0	-1	-34	0
SENP7 block	5	8	-6	5	0	7	4	-5	-2	-12
MPTP block	1.3	1.2	-1.0	-5.6	-0.3	-0.3	-0.4	3.2	-0.2	0.6
PfGluPho inh	-7	4	-8	-22	56	-10	9	6	10	-9
SENP8 inh	10	13	6	6	-425	-72	1	4	-7	15
ATG4B inhibitor	5	-6	6	7	1	6	-7	7	-22	-6
SENP6 inh	11	-4	-12	13	32	-6	-4	-6	-14	-6
HKDC1 inh	-4	-7	-2	5	-2	-3	-1	-10	4	3

Shown as tab-separated lines: part of the list above
nr	canonical_smiles	NR3A LBD binder	SENP7 block	MPTP block	PfGluPho inh	SENP8 inh	ATG4B inhibitor	SENP6 inh	HKDC1 inh
20	COc1cccc(N2CCN(Cc3cccnc3)CC2)c1	0	-11	2.0	11	10	-1	-16	17
21	COc1ccc(N2CCN(C(=O)C3CCN(S(=O)(=O)c4c(C)noc4/C=C/N(C)C)CC3)CC2)cc1	-3	5	1.3	-7	10	5	11	-4
22	Cc1cc(C(=O)NNC(=O)Nc2ccc(Cl)cc2)no1	2	8	1.2	4	13	-6	-4	-7
23	NC(=O)c1ccc(NC(=O)COC(=O)c2ccc(Cl)nc2)cc1	0	-6	-1.0	-8	6	6	-12	-2
24	C[C@]1(C2CCCC2)Cc2cc(OCC(=O)O)c(Cl)c(Cl)c2C1=O	1	5	-5.6	-22	6	7	13	5
25	CC1(C)Cc2c(c(N3CCOCC3)nc3sc(C(=O)Nc4ccccc4)c(N)c23)CO1	1	0	-0.3	56	-425	1	32	-2
26	COc1cc2cc(C(=O)O)n(C)c2c(OC)c1OC	0	7	-0.3	-10	-72	6	-6	-3
27	CC(C)OC(=O)C1C(=O)CC(C)(O)C(C(=O)OC(C)C)C1c1ccc([N+](=O)[O-])cc1 (centres undefined)	0	4	-0.4	9	1	-7	-4	-1

The list continues:
31) CC(CCc1ccccc1)NC(=O)CCC(=O)N1CCC(C(=O)O)CC1 (centres undefined)
32) O=C(CC(O)(c1ccccc1)C(F)(F)C(F)F)c1cccs1 (centres undefined)
33) Cc1cccc(-n2ncc3c(NCc4cccnc4)ncnc32)c1
34) Cc1ccc(N=C2SCCCN2C(=O)c2cccc(N3C(=O)CCC3=O)c2)cc1Cl
35) N#C/C(=C\c1ccc(Oc2ccc(C(F)(F)F)cc2[N+](=O)[O-])cc1)c1nc2ccccc2[nH]1
36) COc1ccc(-n2nc3cc(C)c(NC(=O)c4cccnc4)cc3n2)cc1
37) Cc1ccc(NC(=O)C(=O)NCC2OCCc3ccccc32)cc1 (centres undefined)
38) O=C(COC(=O)c1cnccn1)Nc1cc(S(=O)(=O)N2CCOCC2)ccc1Cl
39) CC(=O)N1CCC(N(CCN2CCOCC2)C(=S)Nc2c(C)cccc2C)CC1
40) O=C(O)C(NS(=O)(=O)c1ccc(F)cc1)c1ccccc1 (centres undefined)
Screen / compound no.	31	32	33	34	35	36	37	38	39	40
NR3A LBD binder	-1	-1	0	0	5	0	0	3	-1	-14
SENP7 block	-5	-4	-1	9	6	1	-5	6	1	-11
MPTP block	0.1	2.1	-0.2	-1.4	-8.6	-0.7	-0.3	1.4	-0.3	0.6
PfGluPho inh	1	3	5	2	-11	-18	9	-1	-3	-10
SENP8 inh	16	9	5	7	-311	-397	8	-3	22	4
ATG4B inhibitor	3	-4	1	-7	-10	-3	-8	-3	-4	12
SENP6 inh	-9	-6	-6	-12	-6	0	-28	-11	3	-11
HKDC1 inh	-10	-7	0	-5	6	-2	-11	-4	-11	9

Rewritten with each value named: 2 of the compounds above.
33. Cc1cccc(-n2ncc3c(NCc4cccnc4)ncnc32)c1
  NR3A LBD binder: 0	SENP7 block: -1	MPTP block: -0.2	PfGluPho inh: 5	SENP8 inh: 5	ATG4B inhibitor: 1	SENP6 inh: -6	HKDC1 inh: 0
34. Cc1ccc(N=C2SCCCN2C(=O)c2cccc(N3C(=O)CCC3=O)c2)cc1Cl
  NR3A LBD binder: 0	SENP7 block: 9	MPTP block: -1.4	PfGluPho inh: 2	SENP8 inh: 7	ATG4B inhibitor: -7	SENP6 inh: -12	HKDC1 inh: -5

Other structures.
41) Cc1ccc(S(=O)(=O)N2CCOCC2)cc1NC(=O)COC(=O)c1ccc2c(c1)OCCO2
42) C=C(c1ccccc1)c1ccc(N(C)C)cc1
43) CN=c1scc(-c2c[nH]c3ccccc23)n1C
44) CC(=O)N1CCN(c2ccc(NC(=O)c3ccc([N+](=O)[O-])cc3Cl)cc2)CC1
45) CN1CCN(c2cc(=O)n(Cc3ccc(F)cc3)c(=O)[nH]2)CC1
46) CCOC(=O)C1=C(C)N=c2s/c(=C/c3ccccc3)c(=O)n2C1c1ccc(OC)c(OC)c1 (centres undefined)
47) O=C(NCc1ccco1)Nc1ccc2nsnc2c1
48) COc1cc(NC(=O)C2C3C=CC(C3)C2C(=O)O)c(OC)cc1Cl (centres undefined)
49) CC(C)N1CCN(Cc2nc(-c3ccccc3)cs2)CC1CCO (centres undefined)
50) CC(C)CN1C(=O)/C(=C/c2cccs2)NC1=S
Screen / compound no.	41	42	43	44	45	46	47	48	49	50
NR3A LBD binder	0	3	0	0	0	-2	6	2	0	-9
SENP7 block	7	3	4	5	9	7	-2	-12	6	-3
MPTP block	-0.6	0.5	0.3	-0.8	-1.1	3.8	2.2	1.2	1.5	7.8
PfGluPho inh	-11	19	14	-3	-9	23	-19	3	1	-16
SENP8 inh	12	-60	-3	5	20	25	-421	9	20	14
ATG4B inhibitor	-2	0	-7	3	4	-3	-7	-12	9	1
SENP6 inh	-4	0	7	-18	-4	1	-15	-1	-8	-4
HKDC1 inh	-3	1	-7	-1	-4	2	3	4	-9	-3

51) CCCCOc1ccc(C(=O)NCCc2cccs2)cc1
52) O=S(=O)(c1ccc(F)cc1)N1CCN(S(=O)(=O)c2cccs2)CC1
53) CC1=C([N+](=O)[O-])C(c2cccc(Br)c2)C2=C(N1)c1ccccc1C2=O (centres undefined)
54) CCCNC(=O)C1CCN(c2cc(-c3ccccc3)nc3ncnn23)CC1
55) COc1ccc(-c2ccc(SCC(=O)Nc3cc(C)on3)nn2)cc1OC
56) CC(=O)N1c2ccc(S(=O)(=O)N3CCC(C(=O)Nc4cccc(C(F)(F)F)c4)CC3)cc2CC1C (centres undefined)
57) O=C(COC(=O)c1ccc(CO)cc1)Nc1ccc2ccccc2c1
58) COc1ccc(OC)c(/C=C2\Oc3cc(OCC(=O)N4CC(O)C[C@H]4C(=O)O)ccc3C2=O)c1 (some centres undefined)
59) COc1ccc(-c2cc(-c3ccc(OC)cc3)[nH]n2)cc1
60) COc1ccccc1C(=O)OCC(=O)Nc1cc(S(=O)(=O)N2CCOCC2)ccc1N1CCCC1
61) COc1ccc(S(=O)(=O)N2CCN(CCCOc3ccc(F)cc3)CC2)cc1OC
62) Cc1ccc(C(C)(C)C)cc1S(=O)(=O)N1CCC(C(=O)N2CCN(c3ccc(O)cc3)CC2)CC1
Screen / compound no.	51	52	53	54	55	56	57	58	59	60	61	62
NR3A LBD binder	·	2	4	-1	-1	6	0	-5	10	-1	4	-1
SENP7 block	3	-8	0	6	-6	9	-4	6	-1	-7	1	-3
MPTP block	10	0.0	85*	1.7	-1.2	3.2	-0.7	-0.3	5.2	0.6	0.3	1.4
PfGluPho inh	·	1	6	4	4	18	3	10	0	-1	-8	55
SENP8 inh	16	5	32	-65	-1	-8	14	-14	12	4	6	-12
ATG4B inhibitor	·	-2	27	-3	0	-11	-7	-45	-40	-5	-11	-17
SENP6 inh	6	4	-17	-1	11	12	-3	-4	-19	-7	-5	16
HKDC1 inh	·	5	10	-8	-4	3	-3	2	4	-9	4	7

Source: PubChem (Sanford-Burnham Center for Chemical Genomics)
